AmpC inh no detg – inhibitors of E. coli AmpC beta-lactamase without detergent; Potency, µM (series often up to 57.1 µM), for the others: at the top dose activity change, negative = inhibition, hits mostly inhibitors; P00811; AID 485341; AmpC nitrocefin hydrolysis, absorbance 480 nm, 0.0001% Triton; 330,000 tested, 0.52% active;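 note: potency is the fitted concentration of half-maximal effect; plate controls were no compound for no effect and no enzyme for full effect; nearly all actives have a fitted effect of over 20% in size; some results filed as inactive show a strong effect at the top dose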
Target sequence (P00811 whole entry, looked up): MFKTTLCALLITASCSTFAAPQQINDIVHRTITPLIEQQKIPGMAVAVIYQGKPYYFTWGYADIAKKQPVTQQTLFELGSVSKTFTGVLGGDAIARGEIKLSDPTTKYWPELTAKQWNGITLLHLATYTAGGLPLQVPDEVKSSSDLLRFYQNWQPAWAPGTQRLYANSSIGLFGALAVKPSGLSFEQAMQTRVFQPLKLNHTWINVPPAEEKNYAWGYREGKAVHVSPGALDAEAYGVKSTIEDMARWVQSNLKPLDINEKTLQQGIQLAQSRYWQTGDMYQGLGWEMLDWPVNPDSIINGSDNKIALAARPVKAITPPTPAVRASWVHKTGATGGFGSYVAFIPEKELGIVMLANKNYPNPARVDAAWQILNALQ
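AmpC (5.3 nM in the dispensed reagent) in 20 mM phosphate pH 7.0 with 0.01% (detergent screen) or 0.0001% Triton X-100 was preincubated with compounds for 15 min at room temperature. Nitrocefin was then added from an 800 uM solution, and hydrolysis was followed at 480 nm.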
LmPK inh – LmPK (Leishmania mexicana) enzyme inhibition | Q27686 | purified LmPK, Kinase-Glo ATP luminescence, 1 h | Potency, µM (series often up to 57.5 µM), for inactives: at the highest dose activity change, negative = inhibition, most hits filed as inhibitors | 290,000 tested, 0.37% active | AID 1721; note: potency is the fitted concentration of half-maximal effect
Target sequence (Q27686 whole entry, looked up): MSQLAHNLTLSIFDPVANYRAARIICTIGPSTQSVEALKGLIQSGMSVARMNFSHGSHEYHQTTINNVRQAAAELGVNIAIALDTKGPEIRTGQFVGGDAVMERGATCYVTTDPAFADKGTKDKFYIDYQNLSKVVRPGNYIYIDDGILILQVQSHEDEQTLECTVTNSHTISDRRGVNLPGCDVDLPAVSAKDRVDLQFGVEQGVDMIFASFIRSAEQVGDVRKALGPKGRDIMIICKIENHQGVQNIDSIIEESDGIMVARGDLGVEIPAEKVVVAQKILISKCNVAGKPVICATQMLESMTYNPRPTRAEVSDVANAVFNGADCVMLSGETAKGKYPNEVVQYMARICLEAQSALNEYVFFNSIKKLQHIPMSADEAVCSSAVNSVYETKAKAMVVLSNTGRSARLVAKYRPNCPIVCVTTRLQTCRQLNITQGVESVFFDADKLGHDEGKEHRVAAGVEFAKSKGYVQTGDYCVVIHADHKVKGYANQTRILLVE
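0.1 nM LmPK, 0.5 mM PEP, 0.1 mM ADP; 50 mM imidazole pH 7.2, 7 mM MgCl2, 50 mM KCl; 1 h RT. Kinase-Glo luminescence readout, normalized to no-enzyme (full inhibition) and uninhibited wells.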
HCMV inh – inhibitors of human cytomegalovirus. HFF cells, HCMV-luciferase reporter, 72 h; active compounds read low. activity change, negative = inhibition, % at 57.5 µM. 410,000 tested, 4.5% active. AID 1259415; in the data active = activity change below about -60%; inconclusive = no clear call, values can overlap the other calls; inactive = above about -39%
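After 16 h attachment at 37C, HFF cells received test compound and HCMV-luciferase (1 PFU/cell); reporter luminescence read 72 h later, data normalized against buffer-only and known inhibitor Salinomycin.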
AMA1-RON2 inh – disrupts binding of P. falciparum AMA1 to RON2. AID 720542. Potency, µM (top dose mostly 58.2 µM), for inactives: top-dose activity change, negative = inhibition, most hits filed as inhibitors. AlphaScreen AMA1-biotinylated RON2 peptide binding. 360,000 tested, 0.2% active;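 note: potency is the fitted concentration of half-maximal effect; 0% = vehicle wells and -100% = peptide control; nearly all actives have a fitted effect of over 45% in size; some results filed as inactive show a strong effect at the top dose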
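AMA1 (3D7) with his tag at 25 nM final met compounds first, then biotinylated RON2 peptide at 25 nM; detection used donor plus acceptor beads, 10 µg/mL apiece, read by AlphaScreen after 30 min at room temperature.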
Sm TGR block – inhibitors of Schistosoma mansoni thioredoxin glutathione reductase; Potency, µM (series often up to 114 µM), without a hit: top-dose activity change, negative = inhibition, hits mostly inhibitors; 360,000 tested, 3% active; purified TGR, DTNB reduction, TNB absorbance 405 nm; note: potency is the fitted concentration of half-maximal effect; nearly all actives have a fitted effect of over 60% in size
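Kinetic colorimetric format: TGR-catalysed, NADPH-driven DTNB reduction monitored via TNB absorbance. Enzyme dispensed at 20 nM; compound exposure 15 min at room temperature before reaction start.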
TbPYK inhibitor – inhibitors of Trypanosoma brucei pyruvate kinase | TbPYK enzyme, Kinase-Glo Plus ATP luminescence, 45 min | Potency, µM (series often up to 76.8 µM), inactives show at the highest dose activity, negative = inhibition, actives largely listed as inhibitors | AID 624173 | 410,000 tested, 0.12% active; note: potency is the fitted concentration of half-maximal effect; nearly all actives have a fitted effect of over 50% in size
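Readout: single end-point luminescence (Kinase-Glo Plus, 10 min). Reaction conditions were TbPYK/substrate plus 130 uM ADP, 45 min at RT, pH 7.2 TEA buffer. No-enzyme wells served as controls, and data were normalized before concentration-response fitting.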
AmpC inh detg – AmpC beta-lactamase inhibition with detergent present; P00811; AmpC hydrolysis of nitrocefin, absorbance 480 nm, 0.01% Triton; 370,000 tested, 0.041% active; Potency, µM (series often up to 114 µM), inactives show top-dose activity change, negative = inhibition, most hits filed as inhibitors;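 note: potency is the fitted concentration of half-maximal effect; 0% = no-compound wells and -100% = no-enzyme wells; nearly all actives have a fitted effect of over 25% in size; some results filed as inactive show a strong effect at the top dose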
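20 mM phosphate pH 7.0 + 0.01% (detergent screen) or 0.0001% Triton X-100; 5.3 nM AmpC reagent; cpd preinc 15 min RT; nitrocefin (800 uM stock) to start; A480 q20 s × 4 min; Activity was normalised to no-enzyme and no-compound control wells.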
Active calls of the source: *; ? = inconclusive; nt = no result given; [ ] = dose if it differs, or a comment. Unless noted, calls come from the whole dose curve; as a rule, active = well fitted curve in the direction sought with a large enough effect; inconclusive = small, poorly fitted or top-dose-only effect, or another doubt; inactive = no such curve, though single readings can be large; an effect the other way counts as inactive or inconclusive. Unless noted, % is set by controls: 0 for no effect and ±100 for the full control effect.

SMILES	AmpC inh no detg	LmPK inh	HCMV inh	AMA1-RON2 inh	Sm TGR block	TbPYK inhibitor	AmpC inh detg
CC(NC(=O)COC(=O)CCC(=O)c1ccc(Cl)cc1)c1ccccc1 (stereo not given)	37%	nt	5	-9%	nt	-2%	nt
Cc1cccn2c(=O)c3cc(C(=O)NCC4CCCO4)c(=N)n(CCc4ccccc4)c3nc12 (stereo not given)	-6%	-6%	-17	-1%	2%	0%	0%
COC(=O)CCCCC1SCC(NC(=O)c2ccccc2)C1Cl (stereo not given)	-2%	6%	3	-3%	31%	-2%	6%
S=C(Nc1ccc(Br)cc1Cl)N1CCN(c2ccccn2)CC1	0%	11%	9	15%	0%	-9%	-2%
Cc1cc2c(c(=O)n1Cc1ccc3c(c1)OCO3)C(c1cccnc1)C(C#N)=C(N)O2 (stereo not given)	-21%	6%	-27	-11%	-11%	5%	-9%
CCCCOc1ccc(OCCCC)c2c1NC1(N2)C(=O)N(C(C)=O)c2ccccc21	-13%	-1%	22	3%	5%	1%	0%
CN1C(=O)C(C2CCCCC2)C(=O)N(C)C1=O	nt	nt	-11	3%	nt	3%	nt
Cc1ccc(NC(=O)CCC(=O)NNC(=O)C(C)(C)C)c(C)c1	1%[2.29 µM]	0%	?	86%[activator]	1%	2%	1%
CC(Cn1cncn1)C(=O)N1CCN(S(=O)(=O)c2ccccc2)CC1 (stereo not given)	0%	-2%	-10	6%	15%	1%	3%
CC(C)(C)c1ccc(OCC(=O)OCCNC(=O)c2cccnc2)cc1	22%	2%	13	24%	-18%	0%	-10%
C=CCNC(=O)c1ccc(Sc2ccc(C)cc2)c([N+](=O)[O-])c1	-13%	5%	-9	-7%	4%	-7%	?
Brc1ccc(Nc2nc3ccccc3n3nnnc23)cc1	-16%	0%	nt	nt	5%	nt	4%
CCOC(=O)C1(S(=O)(=O)c2ccc(Cl)cc2)CCN(Cc2ccc(C)cc2)CC1	-4%	1%	-33	-14%	14%	-2%	-12%
O=C(CCC(=O)c1cccs1)OCC(=O)N1CCN(C(=O)c2ccco2)CC1	3%	-4%	-30	8%	?	5%	?
CCN(CC)C(=O)CSc1nnc(SCc2ccc(Cl)cc2)s1	33%	0%	-26	-4%	11%	-4%	-8%
COc1ccccc1NC(=O)Nc1nnc(CC(=O)Nc2ccccc2C)s1	-41%[11.4 µM]	-2%	7	-11%	-7%	-1%	-11%
COC(=O)c1cc(-c2ccc(Br)cc2)on1	-7%	-4%	19	6%	-4%	-3%	?
Cc1ccc2cc(NC(=O)c3cccc(F)c3)ccc2n1	-14%	-23%	154	1%	10%	-1%	0%
COC(=O)C1CCN(C(=O)Cc2c(OC)ccc3cc(Br)ccc23)CC1	172%[activator]	0%	-27	4%	-22%	1%	-2%
CCC(CC)C(=O)Nc1cccc(-c2ccc3nncn3n2)c1	-18%	8%	17	-2%	0%	0%	?
Cc1nn(CC(=O)NC2CCC(C)CC2)c(=O)c2c1sc1ccccc12 (stereo not given)	nt	nt	9	nt	3%	0%	26%
CCOc1cc(/C=C2\NC(=O)NC2=O)ccc1OC(C)C(=O)O (stereo not given)	-9%	0%	-2	0%	8%	3%	?
COc1ccc(CCNCc2ccccc2)cc1	-20%	2%	?	-28%	?	-17%	-7%
Cc1cccc(C(C)C)c1NC(=O)c1ccc2c(c1)CCCN2S(C)(=O)=O	nt	nt	1	nt	-1%	6%	15%
CC(C)CNS(=O)(=O)c1ccc(S(=O)(=O)N2CCN(CCC#N)CC2)cc1	?	6%	4	-2%	2%	2%	-12%
N#CC1=C(N)Oc2n[nH]c(-c3cccnc3)c2C1c1ccc([N+](=O)[O-])o1 (stereo not given)	-19%	4%	?	11%	?	-14%	1%
CC(=O)c1ccc(N(CC(=O)NC2CCS(=O)(=O)C2)S(=O)(=O)c2ccc(Cl)cc2)cc1 (stereo not given)	-9%	nt	3	-2%	-13%	-10%	4%
CN(C)CCNC(=O)C1CCCNC1=O (stereo not given)	1%	-1%	56	21%	7%	1%	-3%
Cc1cccc(C(=O)NC(=S)N2CCc3ccccc3C2)c1	-48%	0%	6	64%[activator]	-1%	-8%	0%
O=C1/C(=C/c2cccc([N+](=O)[O-])c2)CCc2ccccc21	-19%	-8%	-9	?	4%	1%	?
O=C1OCCC1Sc1nnc(-c2ccco2)o1 (stereo not given)	-3%	3%	57	1%	-19%	-11%	-7%
Cc1nc2ccc([N+](=O)[O-])cc2s1	-21%	-29%	?	3%	-4%	?	3%
CCCNC(=O)NC(=O)COC(=O)CNS(=O)(=O)/C=C/c1ccccc1	-18%	7%	-34	0%	8%	-5%	-1%
Cc1cccc(CCNC(=O)CN(C)S(=O)(=O)c2ccc3c(c2)c(=O)n(C)c(=O)n3C)c1	7%	10%	3	1%	0%	1%	-9%
Nc1ncnc2nc(SCC(=O)Nc3cccc(C(F)(F)F)c3)[nH]c12	-15%	2%	-26	5%	2%	-4%	5%
Fc1cccc(Cl)c1CNCc1ccccc1Cl	-5%	0%	-15	2%	1%	5%	0%
Cc1ccc(CNC(=O)c2cc(C)nc3c2c(C)nn3-c2ccc(C)cc2)cc1	nt	nt	1	nt	12%	10%	18%
O=C(CCCn1cnc([N+](=O)[O-])n1)Nc1ccc(Cl)c(Cl)c1	-7%	2%	45	-13%	-29%	-4%	?
Cc1cc(NC(=O)CSc2nc3cc(Cl)ccc3c(=O)n2CC(C)C)no1	-19%	3%	nt	nt	4%	nt	-8%
CC(=O)C1=C(O)C(=O)N(c2cccnc2)C1c1ccc(Cl)cc1 (stereo not given)	-7%	3%	-18	12%	-4%	-3%	-3%
Cc1ccc2c(COC(=O)c3c(C)noc3C)cc(=O)oc2c1	-22%	3%	117	8%	-2%	4%	5%
NC(Cc1ccc(Cl)cc1)c1csc(Nc2cc(NCCCO)ncn2)n1 (stereo not given)	nt	nt	11	32%[activator]	nt	0%	nt
CCCCCN(C(=O)CCC(=O)OC(C)C(=O)NC1CCCCC1)c1c(N)n(CCCC)c(=O)[nH]c1=O (stereo not given)	204%[activator]	nt	-23	0%	-9%	0%	0%
CCOC(=O)N1CCN(c2c(N3CCN(c4cccc(C(F)(F)F)c4)CC3)c(=O)c2=O)CC1	2%	1%	-12	-3%	-10%	-6%	1%
Cc1cc(=O)oc2cc(OCC(=O)N3CCC(C(N)=O)CC3)ccc12	175%[activator]	-7%	42	-1%	-8%	-3%	-11%
CCCn1nc(C(=O)NNC(=O)CSC(C)C(=O)Nc2cc(C)on2)c2ccccc2c1=O (stereo not given)	-21%	-3%	-3	94%[activator]	5%	1%	-1%
Cc1cc(C)cc(NC(=O)c2sc3nc[nH]c(=O)c3c2C)c1	nt	nt	14	nt	10%	-8%	5%
CCS(=O)(=O)N1CCC(C(=O)NCc2cc(OC)ccc2OC)CC1	0%	-3%	23	?	5%	0%	-15%
O=C1NC(c2ccccc2)=C(c2ccc3ccccc3n2)C(c2ccc(F)cc2)N1 (stereo not given)	-1%	4%	0	-6%	-8%	8%	?
CCCCSc1nnc(-c2ccc(NC(C)=O)cc2)n1C	-17%	-6%	-27	-5%	-15%	2%	-4%
(listing goes on)
SMILES	AmpC inh no detg	LmPK inh	HCMV inh	AMA1-RON2 inh	Sm TGR block	TbPYK inhibitor	AmpC inh detg
Cc1ccc(-n2ncc3c(=O)[nH]c(SCC(=O)N4CCCc5ccccc54)nc32)cc1	-26%	3%	-27	6%	-2%	1%	3%
CSc1ccc(/C=C(/NC(=O)c2ccco2)C(=O)N2CCOCC2)cc1	1%	4%	31	-4%	7%	-2%	5%
COC(=O)[C@]12CCCCC=C1N(Cc1cccc3ccccc13)C(=O)[C@H](CC(=O)NCc1ccc(OC)c(OC)c1)C2	nt	nt	-86*	-1%	nt	5%	nt
COCCCn1c(-c2ccsc2)nc2c1c(=O)[nH]c(=O)n2Cc1ccccc1	-16%	1%	10	6%	-27%	-18%	?
CCCc1c(C(=O)NNc2cc(C(F)(F)F)ccc2Cl)cnn1-c1ccccc1	-24%	0%	-66*	-23%	?	5%	6%
COCCNC(=O)CSc1nnc2[nH]c(=O)cc(C)n12	nt	nt	16	nt	-118%	-9%	-2%
OCCN(C=NC1=NN(c2cccc(C(F)(F)F)c2)CC1)CCO	0%	-7%	-10	-10%	-28%	-17%	-9%
COc1ccc(/C=N/NC(=O)CN(Cc2ccccc2)S(=O)(=O)c2ccc3c(c2)OCCO3)cc1	-23%	-1%	-12	1%	-8%	2%	-1%

Filtered by structure: the entries above containing an aryl thioether with sulfur outside any ring.
SMILES	AmpC inh no detg	LmPK inh	HCMV inh	AMA1-RON2 inh	Sm TGR block	TbPYK inhibitor	AmpC inh detg
C=CCNC(=O)c1ccc(Sc2ccc(C)cc2)c([N+](=O)[O-])c1	-13%	5%	-9	-7%	4%	-7%	?
CCN(CC)C(=O)CSc1nnc(SCc2ccc(Cl)cc2)s1	33%	0%	-26	-4%	11%	-4%	-8%
O=C1OCCC1Sc1nnc(-c2ccco2)o1 (stereo not given)	-3%	3%	57	1%	-19%	-11%	-7%
Nc1ncnc2nc(SCC(=O)Nc3cccc(C(F)(F)F)c3)[nH]c12	-15%	2%	-26	5%	2%	-4%	5%
Cc1cc(NC(=O)CSc2nc3cc(Cl)ccc3c(=O)n2CC(C)C)no1	-19%	3%	nt	nt	4%	nt	-8%
CCCCSc1nnc(-c2ccc(NC(C)=O)cc2)n1C	-17%	-6%	-27	-5%	-15%	2%	-4%
Cc1ccc(-n2ncc3c(=O)[nH]c(SCC(=O)N4CCCc5ccccc54)nc32)cc1	-26%	3%	-27	6%	-2%	1%	3%
CSc1ccc(/C=C(/NC(=O)c2ccco2)C(=O)N2CCOCC2)cc1	1%	4%	31	-4%	7%	-2%	5%
COCCNC(=O)CSc1nnc2[nH]c(=O)cc(C)n12	nt	nt	16	nt	-118%	-9%	-2%

Screening results from PubChem.
